# Coupling enz: qHTS Assay for Inhibitors of Fructose-1,6-bisphosphate Aldolase from Giardia Lamblia: Coupling assay counterscreen; coupling enzyme system counterscreen, AmpLite Red fluorescence; activity change, negative = inhibition, % at 58.2 µM, hits read low; 290,000 tested, 0.67% active; in the data active = activity change below about -30%; note: % is set by controls: 0 for no effect and ±100 for the full control effect
#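 Counterscreen of the coupled detection system alone, without aldolase: glyceraldehyde-3-phosphate coupling enzymes plus AmpLite Red readout. Compounds at 57.5 uM final, 10 min RT preincubation, 20 min RT reaction, fluorescence 525/598 nm.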
# KCNH2 3.1 block: qHTS for Inhibitors of KCHN2 3.1: Mutant qHTS | Potassium voltage-gated channel subfamily H member 2, brain isoform KCNH2 3.1 (human) | U2OS KCNH2 3.1, thallium flux FluxOr; stronger effect = lower value | activity change, % (tested at about 1.8 µM) | 340,000 tested, 0.95% active;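 active = maximum activity change below -70%; inconclusive = maximum activity change from -70% to -50%; inactive = maximum activity change above -50%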;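 note: thallium influx rate constant from kinetic fluorescence after stimulation buffer; % is set by controls: 0 for no effect and ±100 for the full control effect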
#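 Kinetic fluorescence (2 min after stimulation buffer) measures Tl+ influx through KCNH2 3.1 expressed by viral transduction in U2OS cells; the rate constant is normalized against DMSO controls serving as positive and negative references.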
# KCNH2 WT inh: qHTS for Inhibitors of KCHN2 3.1: Wildtype qHTS | U2OS, BacMam KCNH2, thallium flux FluxOr; stronger effect = lower value | activity change, % at 1.84 µM | 340,000 tested, 0.37% active;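 active = maximum activity change below -70%; inconclusive = maximum activity change between -70% and -50%; inactive = maximum activity change above -50%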; note: % is set by controls: 0 for no effect and ±100 for the full control effect
#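 U2OS cells transduced with wild-type KCNH2 virus are loaded with FluxOr dye for 45 min, and thallium flux is measured in kinetic reads before and after stimulation buffer. Rate constants are normalized to DMSO controls.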
# B2AR arrestin: qHTS assay of beta-arrestin-biased ligands of beta2-adrenergic receptor | Beta-2 adrenergic receptor (Homo sapiens), P07550 | beta-arrestin recruitment to beta2AR, cell-based reporter | Potency, µM (doses to about 46.1 µM), inactives show at the highest dose activation, most hits filed as activators | 330,000 tested, 0.02% active | AID 492947, 2010;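 note: potency is the fitted concentration of half-maximal effect; 0% = DMSO controls and full agonism = EC100 isoproterenol or metaproterenol; nearly all actives have a fitted effect of over 65% in size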
# GALK inhibitor: qHTS Assay for Inhibitors of Human Galactokinase (GALK); P51570; Potency, µM (highest dose often 57.5 µM), for the others: top-dose activity change, negative = inhibition, most hits filed as inhibitors; Purified GALK, Kinase-Glo residual ATP luminescence; 270,000 tested, 0.007% active; note: potency is the fitted concentration of half-maximal effect; % is set by controls: 0 for no effect and ±100 for the full control effect
#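 Luminescence from leftover ATP (Ultra-Glo luciferase/luciferin) served as read-out after a 1 h room-temperature reaction of 5 nM GALK with 35 uM ATP and 100 uM galactose.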
# Giardia killer: Small Molecules that selectively kill Giardia lamblia: qHTS | Giardia lamblia trophozoite viability | activity change, % at 7.66 µM, hits read low | 340,000 tested, 0.15% active | AID 540267, 2011; in the data active = activity change below about -80%; inconclusive = between about -30% and that limit;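 note: parasites exposed to compound for two days anaerobically before the ATP read; % is set by controls: 0 for no effect and ±100 for the full control effect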
#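 Giardia lamblia trophozoites (100 cells/well) were incubated with compounds for 48 h at 37 deg C under anaerobic conditions. Viability was read as ATP content by one-step luminescence after 15-30 min at room temperature.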
# CXXC DNA block: qHTS Fluorescence Polarization Assay for Inhibitors of MLL CXXC domain - DNA interaction; Histone-lysine N-methyltransferase 2A (Homo sapiens), Q03164; MLL-CXXC / FITC-HOXA9 DNA fluorescence polarization; Potency, µM (titrated, usually from 115 µM), for inactives: top-dose activity change, negative = inhibition, actives largely listed as inhibitors; 290,000 tested, 0.037% active; AID 2662, 2010; active = well fitted inhibition curve with a large enough effect in the polarisation, with a control signal flat, not every such curve was filed as active; inconclusive = small, poorly fitted or top-dose-only effect, or effect the other way, or a change in a side signal; inactive = no such curve, though single readings can be large or run the other way; the % refers to the polarisation; note: potency is the fitted concentration of half-maximal effect
#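 Purified MLL-CXXC (added from a 7 uM solution) was preincubated 5 min at ambient with pinned compounds in 50 mM Tris-HCl pH 7.5, 50 mM NaCl, 1 mM DTT, 0.05% BSA. Fluorescein-labeled HOX-A9 DNA (50 nM solution) followed, 30 min, then polarization read.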
# PKM2 activator: qHTS Assay for Activators of Human Muscle isoform 2 Pyruvate Kinase. AID 1631, 2009. purified PKM2, Kinase-Glo ATP luminescence, activation; response scale: 0% is enzyme alone, no compound. Pyruvate kinase PKM (Homo sapiens), P14618. 260,000 tested, 0.34% active. Potency, µM (highest dose often 57.5 µM), inactives show top-dose activation, usual class: activators; note: potency is the fitted concentration of half-maximal effect; % is set by controls: 0 for no effect and ±100 for the full control effect; nearly all actives have a fitted effect of over 55% in size
#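 Kinase-Glo luminescence reports ATP generated from ADP (0.1 mM) and PEP (0.5 mM) by purified hPK-M2 after 1 h at room temperature, pH 7.2 imidazole buffer; intermediate enzyme activity allows detecting inhibitors and activators.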
# TRPV1 ag: HTS Assay for Compounds that Act as Agonists of the Vanilloid Receptor 1 | Transient receptor potential cation channel subfamily V member 1 (Homo sapiens), Q8NER1 | TRPV1-expressing cells, Fluo-8 calcium influx, agonist mode | activation, % at 8.33 µM | 320,000 tested, 0.19% active | AID 540275, 2011; in the data active = activation above about 80%; inconclusive = between about 30% and that limit; note: 0% is about no effect
# Target sequence (Q8NER1 whole entry, looked up): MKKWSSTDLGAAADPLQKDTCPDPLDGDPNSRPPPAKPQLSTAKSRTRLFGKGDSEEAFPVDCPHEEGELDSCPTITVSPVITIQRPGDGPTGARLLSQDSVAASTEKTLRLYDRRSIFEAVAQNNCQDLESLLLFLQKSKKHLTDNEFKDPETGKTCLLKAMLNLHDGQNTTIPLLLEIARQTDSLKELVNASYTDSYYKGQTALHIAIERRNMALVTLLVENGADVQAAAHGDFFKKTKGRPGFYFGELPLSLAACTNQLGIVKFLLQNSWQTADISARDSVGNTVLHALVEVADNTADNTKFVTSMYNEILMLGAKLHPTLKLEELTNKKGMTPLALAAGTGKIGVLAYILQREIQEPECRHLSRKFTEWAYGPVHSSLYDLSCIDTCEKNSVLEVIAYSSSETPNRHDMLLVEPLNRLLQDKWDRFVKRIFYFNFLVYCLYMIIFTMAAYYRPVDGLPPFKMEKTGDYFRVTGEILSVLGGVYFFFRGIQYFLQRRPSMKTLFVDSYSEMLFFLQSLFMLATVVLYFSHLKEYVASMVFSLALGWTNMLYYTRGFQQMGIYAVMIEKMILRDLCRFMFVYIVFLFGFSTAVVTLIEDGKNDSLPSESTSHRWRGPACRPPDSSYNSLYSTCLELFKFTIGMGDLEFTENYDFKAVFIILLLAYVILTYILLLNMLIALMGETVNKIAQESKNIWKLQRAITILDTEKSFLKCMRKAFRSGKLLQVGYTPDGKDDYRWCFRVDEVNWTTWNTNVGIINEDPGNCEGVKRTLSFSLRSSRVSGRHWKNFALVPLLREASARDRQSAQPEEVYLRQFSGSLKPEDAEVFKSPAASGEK
#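 Fluo-8 calcium influx in TRPV1-expressing cells, kinetic read (ex 480/em 520 nm). Compound added and read 3 min for agonist activity, followed by capsaicin at EC20 final and 2 min further read for enhancement.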
# Menin MLL FP TR: qHTS Assay for Inhibitors Targeting the Menin-MLL Interaction in MLL Related Leukemias: Competition With Texas Red Labeled MLL-derived Mutant Peptide | Menin + Texas Red MLL mutant peptide, fluorescence polarization | O00255 | Potency, µM (titrated, usually from 61.6 µM), without a hit: at the highest dose FP activity change, negative = inhibition, most hits filed as inhibitors | 270,000 tested, 0.23% active; active = well fitted inhibition curve with a large enough effect in the polarisation, with a control signal flat, not every such curve was filed as active; inconclusive = small, poorly fitted or top-dose-only effect, or effect the other way, or a change in a side signal; inactive = no such curve, though single readings can be large or run the other way; the % refers to the polarisation; note: potency is the fitted concentration of half-maximal effect; % of control where 0% means no effect; many of its hits are not listed in these tables
# USP2a inh: qHTS Assay for Inhibitors of Ubiquitin-specific Protease USP2a Using CHOP2 as the Reporter | Potency, µM (doses to about 38.3 µM), for the others: top-dose activity change, negative = inhibition, usual class: inhibitors | Ubiquitin carboxyl-terminal hydrolase 2 (Homo sapiens), O75604 | AID 463254, 2010 | USP2 core, Ub-CHOP2 coupled fluorogenic reporter, 485/531 | 330,000 tested, 0.01% active;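 note: potency is the fitted concentration of half-maximal effect; plate controls were DMSO wells for no effect and full inhibition by NEM control for full effect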
#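 Cell-free coupled assay: 10nM USP2 core preincubated 30min RT with compound in Tris-HCl pH 8.0/CaCl2/CHAPS buffer, then 25nM Ub-CHOP2 and 25nM reporter substrate; fluorescence (Ex 485/Em 531) read after 60min RT, normalized to NEM inhibition, concentration-response curves fitted.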
# Active calls of the source: *; i = inactive; ? = inconclusive; · = no result given; [ ] = remark or other dose. Unless noted, calls come from the whole dose curve; as a rule, active = well fitted curve in the direction sought with a large enough effect; inconclusive = small, poorly fitted or top-dose-only effect, or another doubt; inactive = no such curve, though single readings can be large; an effect the other way counts as inactive or inconclusive.
SMILES,Coupling enz,KCNH2 3.1 block,KCNH2 WT inh,B2AR arrestin,GALK inhibitor,Giardia killer,CXXC DNA block,PKM2 activator,TRPV1 ag,Menin MLL FP TR,USP2a inh
CS(=O)(=O)N(CC(=O)N1CCCC1)c1cccc(Cl)c1,3.0,-1.2,-9.2,-0.3%,2.6%,4.7,-3.0%,-5.2%,0.1,-5.8%,0.0%
COc1ccc(-c2csc3ncnc(N4CCN(c5ccccc5OC)CC4)c23)cc1,3.5,8.2,14.2,0.1%,3.3%,-6.0,4.0%,·,-2.6,?,3.4%
CC(OC(=O)CNC(=O)c1ccc(Cl)c([N+](=O)[O-])c1)C(=O)NCc1ccco1 (stereo not given),·,-0.7,1.8,0.0%,·,-28.4,·,·,-2.9,·,-0.8%
CC(COS(N)(=O)=O)Cc1ccc(C(F)(F)F)cc1 (stereo not given),-0.7,5.6,-5.5,-1.0%,·,3.6,4.8%,2.1%,23.0,-0.7%,0.1%
CCn1nc([N+](=O)[O-])c(C(C#N)c2nc3cc(C(F)(F)F)ccc3s2)c(Cl)c1=O (stereo not given),-2.2,2.3,-16.3,0.1%,-9.6%,-14.5,?,-12.8%,-3.4,?,-12.1%
CCCCCN(C(=O)NC(=O)NCCCC)S(C)(=O)=O,2.5,-9.6,11.5,0.3%,1.5%,10.4,1.1%,-14.2%,-5.2,-3.3%,0.6%
C/C(=C\c1ccco1)C1C(C#N)=C(N)Oc2n[nH]c(-c3ccccc3)c21 (stereo not given),1.3,-18.2,-0.5,-0.4%,-3.3%,7.4,8.2%,-2.6%,-2.0,3.3%,-0.7%
CC(=O)c1ccc(S(=O)(=O)NCC(=O)N2CCN(C/C=C/c3ccccc3)CC2)cc1,·,-1.6,-12.5,0.3%,·,36.9[activator],·,·,0.6,·,-0.4%
O=C1C=CN2CCOCC2C1 (stereo not given),·,7.4,-23.8,-1.7%,·,5.3,·,·,·,·,2.3%
Cc1cc(OCC(=O)NCCc2c[nH]c3ccccc23)c2c(C)c(C)c(=O)oc2c1,-2.8,-0.1,-4.4,0.0%,·,4.6,6.1%,-1.3%,-1.4,12.7%,-1.2%
COc1cccc(C(=O)Nc2ccncc2)c1,-0.8,·,·,0.0%,1.4%,·,-1.4%,-7.1%,11.4,1.1%,-1.8%
Cc1cc(=O)[nH]c(N/N=C/CCc2ccccc2)n1,-2.9,·,-8.5,0.1%,-3.0%,1.7,-9.2%,-7.7%,1.0,7.4%,0.6%
O=C(Nc1ccccc1)c1ccc(-c2ccccc2)s1,-0.9,-1.7,-25.6,0.2%,-2.6%,-11.8,17.3%,-6.4%,?,2.3%,-1.6%
COC(=O)c1c(NC(=O)CSc2nncs2)sc2c1CCCCC2,6.6,-10.4,-21.3,0.1%,9.2%,-9.2,-0.8%,2.2%,27.7,1.3%,-8.3%
O=C(NCCn1cccc1)c1cccc2ccccc12,3.7,-0.7,-9.5,-0.3%,-0.6%,-3.1,6.3%,-2.0%,-0.8,-14.8%,-0.2%
CS(=O)(=O)NCCCCNc1ccc(C(F)(F)F)cc1[N+](=O)[O-],-1.6,14.6,-3.9,0.1%,-0.8%,?,-4.8%,-2.3%,0.4,16.0%,5.1%
O=C(NCCN1CCN(c2ccccc2)CC1)Nc1ccc(Cl)cc1,-1.9,-3.3,52.9,-0.6%,-1.9%,-6.2,-0.3%,·,26.4,5.1%,-2.4%
COc1cc(NC(=S)NCCCN2CCOCC2)cc(OC)c1OC,-0.4,-3.2,i,-0.1%,0.2%,14.1,7.6%,-0.1%,3.4,9.6%,2.3%
COc1ccc(/C=C/C(=O)c2c(O)ccc3c(C)cc(=O)oc23)cc1,0.8,7.3,-6.0,0.4%,-4.8%,-9.9,-4.1%,6.8%,3.2,22.4%,-0.4%
NC(=O)C1CCN(C(=O)CC(c2ccccc2)c2ccccc2)CC1,2.4,3.0,4.5,-0.3%,-3.2%,-14.2,1.1%,2.7%[11.5 µM],0.7,9.5%,0.7%
CCOc1ncccc1C(=O)OCc1ccc(C(=O)OC)cc1,3.6,13.5,-6.3,2.9%,·,-11.8,-11.8%,-5.6%,18.1,2.3%,0.8%
OC(c1cc(-c2ccc(C(F)(F)F)cc2)nc(C(F)(F)F)c1)C1CCCCN1 (stereo not given),-4.8,-3.1,22.3,-0.6%,0.7%,-2.6,-3.1%,6.6%,26.8,?,2.6%
Cc1ccccc1NC(=O)NC(C)(C)CC(C)(C)C,-0.1,5.5,-5.4,-1.8%,-2.3%,-13.5,-1.3%,4.6%,?,-21.1%,0.8%
CCOC(=O)COn1c(=O)c(-c2ccc(C)cc2)[n+]([O-])c2ccccc21,1.2,16.3,3.2,2.1%,0.0%,-12.0,-10.3%,·,-0.8,0.6%,-1.0%
Cc1ccc(NC(=O)c2ccc(OCc3c(C)noc3C)cc2)cc1C,·,-18.4,-7.8,-0.2%,·,-1.7,·,·,·,·,0.8%
SMILES,Coupling enz,KCNH2 3.1 block,KCNH2 WT inh,B2AR arrestin,GALK inhibitor,Giardia killer,CXXC DNA block,PKM2 activator,TRPV1 ag,Menin MLL FP TR,USP2a inh
O=C(Nc1cccnc1)c1cc(-c2ccccc2O)on1,4.2,-0.7,2.8,-1.0%,3.6%,-2.9,-1.4%,-27.2%,-4.8,·,-1.1%
Cc1[nH]n(-c2ccccc2)c(=O)c1C(C[N+](=O)[O-])c1ccc(Cl)cc1 (stereo not given),-12.8,-4.0,2.0,0.3%,0.6%,2.9,-4.3%,23.0%,5.6,6.7%,1.5%
COc1ccccc1NC(=O)CSc1nnc(-c2ccoc2C)o1,·,4.2,11.0,-0.3%,·,7.9,·,·,1.1,·,0.4%
COC(=O)C(Cc1c[nH]c2ccccc12)NC(=O)c1cccs1 (stereo not given),-1.0,15.5,-13.2,0.1%,-2.2%,-2.3,-2.9%,-4.7%,19.4,·,2.5%
Cc1ccc(NC(=O)CS(=O)CC(=O)Nc2cnc3ccccc3c2)cc1Cl (stereo not given),-1.4,4.0,6.5,0.1%,-3.4%,-10.3,16.9%,·,-2.0,23.9%,1.9%
O=C(CCCOc1ccc(Cl)cc1Cl)Nc1ncccn1,5.6,1.3,-1.4,-0.4%,7.8%,-1.2,4.2%,-1.2%,·,·,-1.1%
CCC(C)C(NC(=O)c1ccccc1NC(=O)c1ccc(OC)cc1)C(=O)NCCCn1ccnc1 (stereo not given),-1.9,-1.3,-1.2,-0.3%,7.8%,18.5,-14.0%,-1.3%,3.9,7.0%,1.5%
COC(=O)[C@H](C)NC(=O)NCc1ccccc1F,2.1,0.7,-16.8,-2.7%,-1.0%,-3.7,4.9%,6.7%,-2.3,13.0%,1.2%
COc1ccc(CN2CCNC(=O)C2CC(=O)NCCCC2CCCC2)c(F)c1 (stereo not given),·,3.8,-1.7,-0.9%,-0.2%,-14.7,-0.7%,·,0.1,·,1.6%
Cc1cc(C)c(C(CC(=O)c2cccs2)C(C#N)C#N)c(C)c1 (stereo not given),1.2,16.8,14.0,5.9%,-4.3%,4.7,-0.3%,3.9%,11.1,-0.3%,-0.2%
COc1cc(C2NC(=O)N(C)C(C)=C2C(=O)OCc2ccccc2)cc(Br)c1O (stereo not given),-1.0,-11.6,-5.2,-0.7%,·,-14.3,15.7%,1.6%,2.1,-4.5%,2.5%
COc1ccc(N2CCN(C(=S)Nc3ccccc3)CC2)cc1,-2.8,12.4,-4.3,-0.1%,3.9%,-18.0,14.0%,-0.3%,1.1,21.9%,-0.9%
CC(CNC(=O)c1ccco1)NC(=O)c1ccco1 (stereo not given),-0.2,7.6,15.7,-0.2%,5.1%,-16.0,3.3%,·,-0.6,-10.6%,0.8%

# This is a subset (hit frequency here may not be typical).
